aSyn rescue – inhibitors of alpha-synuclein toxicity in yeast; 0.14% of 370,000 active; Potency, µM (top dose mostly 46.1 µM), for inactives: at the top dose growth rescue (activation), actives largely listed as activators; Yeast expressing alpha-synuclein, growth rescue, BacTiter-Glo, 24 h; also: potency is read from the fitted curve at half-maximal effect; % of control where 0% means no effect; nearly all actives have a fitted effect of over 65% in size
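Screening used galactose-induced yeast with toxic alpha-synuclein levels, exposed to compound for 24 hr at 30 deg C. Cell growth, read with BacTiter-Glo luminescence, gave the measured signal.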
D3 ag – activates the human D3 dopamine receptor. 0.58% of 410,000 active. AID 652048. max activation, %. D3R DiscoveRx beta-arrestin cells, luminescence, 90 min. P35462; in the data active = max activation above about 30%; also: 0% is about no effect; mostly tested at two doses, the higher about 12 µM
Target sequence (P35462 whole entry, looked up): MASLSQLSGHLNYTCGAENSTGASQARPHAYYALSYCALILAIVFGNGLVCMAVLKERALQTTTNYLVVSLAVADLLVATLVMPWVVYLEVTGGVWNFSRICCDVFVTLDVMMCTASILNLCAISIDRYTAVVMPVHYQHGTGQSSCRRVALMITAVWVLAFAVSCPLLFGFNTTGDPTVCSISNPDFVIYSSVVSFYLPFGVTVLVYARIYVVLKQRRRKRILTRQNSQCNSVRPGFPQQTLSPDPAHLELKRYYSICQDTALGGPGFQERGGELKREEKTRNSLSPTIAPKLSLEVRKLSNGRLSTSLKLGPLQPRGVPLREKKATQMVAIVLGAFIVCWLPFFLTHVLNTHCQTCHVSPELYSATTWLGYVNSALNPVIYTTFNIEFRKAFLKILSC
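Agonist mode: compounds and dopamine controls were applied to plated cells for 90 min at 37 degrees C after an overnight attachment at 1500 cells/well. Luminescent read-out followed 30 - 60 minutes at room temperature with DiscoveRx detection reagent.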
GLP1R ag – GLP-1 receptor (human) agonism | HEK293 GLP-1R CRE-luciferase, luminescence, 4-6 h; cells express a hypersensitive GLP-1R form | Potency, µM (titrated, usually from 45.6 µM), for inactives: at the top dose activation, actives largely listed as activators | 0.007% of 380,000 active | AID 624172; also: potency is read from the fitted curve at half-maximal effect; % of control where 0% means no effect
Target sequence (P43220 whole entry, looked up): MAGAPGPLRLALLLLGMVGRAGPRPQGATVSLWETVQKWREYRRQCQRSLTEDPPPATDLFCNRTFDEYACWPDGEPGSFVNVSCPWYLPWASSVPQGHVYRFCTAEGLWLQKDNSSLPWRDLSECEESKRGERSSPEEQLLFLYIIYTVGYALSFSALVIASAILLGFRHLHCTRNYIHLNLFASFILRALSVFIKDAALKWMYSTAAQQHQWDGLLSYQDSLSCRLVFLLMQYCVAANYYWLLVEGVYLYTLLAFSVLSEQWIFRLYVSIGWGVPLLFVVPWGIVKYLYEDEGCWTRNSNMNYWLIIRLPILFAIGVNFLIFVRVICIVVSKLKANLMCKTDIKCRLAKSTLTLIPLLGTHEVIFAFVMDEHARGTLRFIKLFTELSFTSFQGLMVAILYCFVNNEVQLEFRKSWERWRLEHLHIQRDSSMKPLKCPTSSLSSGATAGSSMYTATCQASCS
KB-V1 MDR tox – KB-V1 MDR subline cytotoxicity | Potency, µM (highest dose often 46.1 µM), for the others: at the highest dose activity change, negative = cytotoxicity, usual class: cytotoxic | 3.4% of 400,000 active | KB-V1 MDR cells viability, CellTiter-Glo, 72 h | AID 1347076; also: potency is read from the fitted curve at half-maximal effect; % is scaled to controls: 0 for no effect and ±100 for the full control effect; nearly all actives have a fitted effect of over 60% in size
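Drug-selected KB-V1 cells, grown in DMEM lacking phenol red with 10% FBS, receive compound titrations; after three days at 37 degrees C, surviving cell ATP is quantified by CellTiter-Glo luminescence and responses normalized and curve-fitted.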
* = called active by the depositor; i = inactive; ? = inconclusive; . = no result given; & = joins results of further samples; [ ] = dose if it differs, or a comment. Unless noted, calls follow the shape of the dose curve; as a rule, active = well fitted curve in the direction sought with a large enough effect; inconclusive = small, poorly fitted or top-dose-only effect, or another doubt; inactive = no such curve, though single readings can be large; an effect the other way counts as inactive or inconclusive. An excerpt. The share of hits here may be higher or lower than overall.

Start of the listing, in advance, 7 compounds:
Structure | aSyn rescue | D3 ag | GLP1R ag | KB-V1 MDR tox
C[C@H](O)C(=O)Nc1c(I)c(C(=O)NC(CO)CO)c(I)c(C(=O)NC(CO)CO)c1I | . | 2.3 | 1.3%[19.8 µM] | .
CCCCCCOc1ccc(C(=N)N(CCCC)CCCC)c2ccccc12 | . | 11.6 | -7.7% | .
CN(C)c1ccc(N=NS(=O)(=O)O)cc1 | . | -12.5 | -2.2%[96 µM] | .
CC(C)C[C@H](NC(=O)[C@@H](O)[C@H](N)Cc1ccccc1)C(=O)O | -0.5% | . | -3.7% | .
CCC1(C)CC(=O)NC1=O (centres undefined) | -1.0% | -5.7 | . | .
CCN(CC)CCCC(C)Nc1c2ccc(Cl)cc2nc2ccc(OC)cc12 (centres undefined) | -19.1%&-9.3% | 1.6 | . | .
C=C(Br)COC(c1ccco1)[C@H](Cc1ccccc1)NC(=O)OC(C)(C)C (some centres undefined) | . | . | . | ?

The whole of this part, from the start:
Structure | aSyn rescue | D3 ag | GLP1R ag | KB-V1 MDR tox
C[C@H](O)C(=O)Nc1c(I)c(C(=O)NC(CO)CO)c(I)c(C(=O)NC(CO)CO)c1I | . | 2.3 | 1.3%[19.8 µM] | .
CCCCCCOc1ccc(C(=N)N(CCCC)CCCC)c2ccccc12 | . | 11.6 | -7.7% | .
CN(C)c1ccc(N=NS(=O)(=O)O)cc1 | . | -12.5 | -2.2%[96 µM] | .
CC(C)C[C@H](NC(=O)[C@@H](O)[C@H](N)Cc1ccccc1)C(=O)O | -0.5% | . | -3.7% | .
CCC1(C)CC(=O)NC1=O (centres undefined) | -1.0% | -5.7 | . | .
CCN(CC)CCCC(C)Nc1c2ccc(Cl)cc2nc2ccc(OC)cc12 (centres undefined) | -19.1%&-9.3% | 1.6 | . | .
C=C(Br)COC(c1ccco1)[C@H](Cc1ccccc1)NC(=O)OC(C)(C)C (some centres undefined) | . | . | . | ?
CNc1cccc(S(=O)(=O)N2CCCN(S(=O)(=O)c3ccc4c(c3)OCCO4)CC2)c1 | . | . | . | -8.4%
COc1ccc(C2Nc3ccccc3C(=O)N2Cc2ccccc2)cc1COc1ccc(NC(C)=O)cc1 (centres undefined) | . | . | . | 0.0%
COc1cc(-c2ccc3ncnc(NCc4cccs4)c3c2)cc(OC)c1OC | . | . | . | -2.6%
C=C[C@H](CC(C)C)N(Cc1ccccc1)S(=O)(=O)N(Cc1ccccc1)[C@H](C=C)CC(C)C | . | . | . | 10.5%
O=C1CCc2cc(S(=O)(=O)Nc3ccc4c(c3)CCC4)ccc2N1 | . | . | . | -6.9%
Cc1ccc(CN2[C@H](C)[C@H](c3ccccc3)OCCS2(=O)=O)cc1 | . | . | . | 16.4µM*
CC(=O)N1CCN(c2cccc(Nc3nn4c(=O)c5ccccc5nc4s3)c2)CC1 | . | . | . | -13.6%
O=C(C[N+]12CCCc3cccc(c31)CCC2)c1ccc(Cl)c2ccccc12 | . | . | . | -1.7%
CS(=O)(=O)NCc1ccccc1Br | . | . | . | -35.4%
CCCCCCCCCC[n+]1ccc(/C=C/c2c[nH]c3ccccc23)c2ccccc21 | . | . | . | ?
Clc1cccc[n+]1CCCCCC[n+]1ccccc1Cl | . | . | . | -11.0%
Cc1ccc2nccc(/C=C/c3ccc(N(C)C)cc3)c2c1 | . | . | . | 18.4µM*
OC(C[n+]1c(Cl)ccc2ccccc21)c1ccccc1 (centres undefined) | . | . | . | ?
O=C1C[C@H]2C=CCc3cccc(c32)CN1Cc1cccc(F)c1 | . | . | . | -23.9%
O=C1[C@H](Cc2ccccc2)NC/C=C\C[C@H](c2ccco2)N1Cc1ccccc1 | . | . | . | ?
Cc1cc2ccccc2c[n+]1CC(=O)c1ccc(F)cc1 | . | . | . | 2.5%
CN(C)c1ccc(/C=C/c2ccnc3c(Cl)cccc23)cc1 | . | . | . | ?
Cc1sc2ccccc2[n+]1CC(=O)c1ccc(F)cc1 | . | . | . | 8.9%
Cc1ccc(-c2cnc(N3CCC(C(N)=O)CC3)s2)cc1 | . | . | . | -3.1%
CN(Cc1cccs1)c1ncnc2ccc(-c3ccc4cn(C)nc4c3)cc12 | . | . | . | 19.3%
COc1ccc(C(=O)Nc2ccc(-c3nc4ccccc4[nH]3)cc2)cc1OC | . | . | . | ?
COc1ccc(OC)c(/C=C/c2nc3ccccc3nc2C)c1 | . | . | . | ?
CN(C)C(=O)c1ccc(/C=C/c2ccnc3ccccc23)cc1 | . | . | . | ?
Cc1ccnc2ccc(I)cc12 | . | . | . | -3.4%
Cc1nc(Nc2nc3ccccc3o2)nc2c1CCCC2 | . | . | . | 0.0%
COc1cc(O)c(C(CC(=O)N2CCOCC2)c2ccc(OC)c(OC)c2)c(OC)c1 (centres undefined) | . | . | . | i
O=C1Cc2cc(S(=O)(=O)N3CCN(c4ccc(Cl)cc4)CC3)ccc2N1 | . | . | . | ?
O=[S+]([O-])(Nc1ccccc1F)c1cccc(NC/C=C/c2ccccc2)c1 | . | . | . | 8.4%
O=C(CSc1nc2ccccc2[nH]1)N1CCOCC1 | . | . | . | ?
O=C(Nc1ccc2ccccc2c1)Nc1nnc(-c2ccccc2)s1 | . | . | . | 4.2%
Cc1ccnc2ccc(Br)cc12 | . | . | . | 5.6%
C(=C\c1ccnc2ccccc12)/c1ccc2ccccc2n1 | . | . | . | ?
CN1CCN(c2cccc(Nc3nn4c(=O)c5ccccc5nc4s3)c2)CC1 | . | . | . | -9.9%
CN(C)c1ccc(/C=C/c2c3ccccc3nc3ccccc23)cc1 | . | . | . | 2.1%
O=C(/C=C/c1cccnc1)Nc1cccc([S+](=O)([O-])Nc2ccccc2F)c1 | . | . | . | 9.4%
CN(C)CCNc1ncnc2ccc(-c3ccc4c(c3)OCO4)cc12 | . | . | . | -3.4%
CN(C)c1cccc(-c2cnc(N3CCC(c4ncc[nH]4)CC3)s2)c1 | . | . | . | -2.4%
COc1cc(O)c(C(CC(=O)N2CCC(C)CC2)c2ccc(OC)c(OC)c2)c(OC)c1 (centres undefined) | . | . | . | i
c1ccc2c(c1)sc[n+]2CCC1CCCCC1 | . | . | . | -12.4%
CC(=O)Nc1ccc(SC[C@H](Cc2ccccc2)N2CC[C@@H](N)CCC2=O)cc1 | . | . | . | -10.7%
Cc1cnc2c(C)cccc2c1C | . | . | . | 5.6%
O=C(Nc1ccc(Cl)cc1Cl)[C@@H]1CC=C[C@@H]2CCN(Cc3ccccc3)C(=O)[C@@H]21 | . | . | . | ?
CCc1ccc(-c2nn3c(C)nnc3s2)cc1NC(=O)c1ccc(-c2cccc(Cl)c2)o1 | . | . | . | -9.5%
Cc1cc(C)n2ncc(C(=O)Nc3cccc(C#N)c3)c2n1 | . | . | . | ?
COc1cc(O)c(C(CC(=O)N2CCC(Cc3ccccc3)CC2)c2ccc(C)cc2)c(OC)c1 (centres undefined) | . | . | . | ?
COC(=O)C[C@H]1c2ccccc2S(=O)(=O)N1c1ccc(N(C)C)cc1 | . | . | . | ?
C=CCN1[C@@H](C(C)C)COCCS1(=O)=O | . | . | . | 1.7%
O=C(C[n+]1cccc(Br)c1)c1ccc(I)cc1 | . | . | . | 10.6%
CN(Cc1ccccc1)c1ccc(C=O)cc1 | . | . | . | 3.7%

Next section.
Structure | aSyn rescue | D3 ag | GLP1R ag | KB-V1 MDR tox
O=c1[nH]cnc2n[nH]nc12 | . | . | . | ?
CCc1cccc2c(C(O)c3c[nH]c4ccccc34)c[nH]c12 (centres undefined) | . | . | . | ?
Cc1c(CCO)sc[n+]1CC(=O)c1ccc(F)cc1 | . | . | . | 6.6%
COc1cc(-c2noc(C)c2C#CCCN2C(=O)c3ccccc3C2=O)cc(OC)c1OC | . | . | . | -17.3%
O=Nc1ccc(/C=C/c2ccnc3ccccc23)cc1 | . | . | . | -12.8%
C1=Cc2ccccc2/C1=C\c1ccc2c(c1)OCO2 | . | . | . | -13.4%
CCCCCCCCCC[n+]1ccc(/C=C/c2c(C)[nH]c3ccccc23)c2ccccc21 | . | . | . | ?
CN(C)c1cccc(S(=O)(=O)N2CCCN(S(=O)(=O)c3ccc4c(c3)OCCO4)CC2)c1 | . | . | . | -10.7%
CCCCCCC[n+]1ccc(/C=C/c2c[nH]c3ccccc23)c2ccccc21 | . | . | . | ?
Cc1ccc(NS(=O)(=O)c2ccc3c(c2)N(C)C(=O)CO3)cc1C | . | . | . | -6.5%
O=[N+]([O-])c1ccc(C=C2c3ccccc3-c3ccccc32)cc1 | . | . | . | ?
CN(C)c1ccc(/C=C2/CCCc3c2nc2ccccc2c3C(=O)O)cc1 | . | . | . | 5.8%
Cc1ccccc1N(C)C1=N[S+](=O)([O-])c2ccccc21 | . | . | . | 16.0%
O=C(Nc1nnc(-c2ccncc2)s1)Nc1ccc(Cl)cc1F | . | . | . | 0.0%
O=C(Nc1ccc2ccccc2c1)Nc1nnc(-c2cccnc2)s1 | . | . | . | 19.2%
NC(=O)c1c(NC(=O)c2ccncn2)sc2c1CCCC2 | . | . | . | 17.5%&-14.4%

Further compounds follow.
Results follow in this order: aSyn rescue, D3 ag, GLP1R ag, KB-V1 MDR tox
O=C(NC(c1ccco1)c1cc(Cl)c2cccnc2c1O)c1ccccc1 (centres undefined)
 : ., ., ., -9.6%
N#Cc1ccc(OC2=NS(=O)(=O)c3ccccc32)cc1
 : ., ., ., -10.2%
Cc1c(Cl)cccc1NS(=O)(=O)c1cc2c(cc1F)NC(=O)CC2
 : ., ., ., 0.0%
Clc1ccc(/C=C/c2ccc3ccccc3n2)cc1Cl
 : ., ., ., 1.6%
CC(Oc1ccccc1)C(=O)N[C@@H]1C(=O)N2C(C(=O)O)C(C)(C)S[C@H]12 (some centres undefined)
 : ., ., ., 0.1%
Cc1ccc(C)c2c(C)ccnc12
 : ., ., ., 4.1%
O=C(C[n+]1ccccc1Cl)c1ccc(Br)cc1
 : ., ., ., -7.9%
C[C@@H]1[C@H](c2ccccc2)OCCS(=O)(=O)N1Cc1ccccc1F
 : ., ., ., ?
Cc1ccc(C)c(SC2=NS(=O)(=O)c3ccccc32)c1
 : ., ., ., -20.2%
O=C(Nc1ccc2ccccc2c1)Nc1nnc(-c2ccccn2)s1
 : ., ., ., 13.1%
O=C(Nc1ccc(-c2nc3ccccc3[nH]2)cc1)c1ccncc1
 : ., ., ., 21.2%
CN(C)c1ccc(/C=C/c2cc(N(C)C)nc3ccccc23)cc1
 : ., ., ., 1.84µM*
C[C@@H]1[C@H](c2ccccc2)OCCS(=O)(=O)N1Cc1cccc(C(F)(F)F)c1
 : ., ., ., ?
O=S1(=O)N=C(Oc2ccccc2-c2ccccc2)c2ccccc21
 : ., ., ., ?
C[C@@H]1[C@H](c2ccccc2)OCCS(=O)(=O)N1Cc1ccc(Cl)cc1
 : ., ., ., 11.6µM*

Random excerpt: two entries already listed
Results follow in this order: aSyn rescue, D3 ag, GLP1R ag, KB-V1 MDR tox
O=C(C[n+]1ccccc1Cl)c1ccc(Br)cc1
 : ., ., ., -7.9%
O=C(/C=C/c1cccnc1)Nc1cccc([S+](=O)([O-])Nc2ccccc2F)c1
 : ., ., ., 9.4%

(listing goes on)
Results follow in this order: aSyn rescue, D3 ag, GLP1R ag, KB-V1 MDR tox
COc1ccc(NC(=O)[C@@H]2CC=C[C@@H]3CCN(C4CC4)C(=O)[C@@H]32)cc1
 : ., ., ., -13.3%
Cc1ccnc(NC(=S)N2CCN(c3ccc(O)cc3)CC2)c1
 : ., ., ., 0.0%
CCc1ccc(C(=O)C[N+]2(C)CCOCC2)cc1
 : ., ., ., 2.9%
CN(C)c1ccc(/C=C/c2ccnc3ccc4ccccc4c23)cc1
 : ., ., ., -14.9%
O=C(Cc1ccccc1)NC(c1ccco1)c1cc(Cl)c2cccnc2c1O (centres undefined)
 : ., ., ., 0.0%
Cc1ccc(NS(=O)(=O)c2cc3c(cc2F)NC(=O)CC3)cc1Cl
 : ., ., ., 15.4%
COc1cc2ncnc(N(C)Cc3cccs3)c2cc1-c1ccc2c(c1)OCO2
 : ., ., ., 0.0%
O=C1C[C@H]2C=CCc3cccc(c32)CN1Cc1ccccc1
 : ., ., ., ?
COc1cc(N(C)C)c(OC)cc1C=O
 : ., ., ., -3.0%
O=C(O)/C=C/c1ccc2c(c1)S(=O)(=O)N(C1CCCC1)[C@H]2CC(=O)O
 : ., ., ., -7.2%
NCCNc1ncnc2ccc(-c3ccc4c(c3)OCO4)cc12
 : ., ., ., 0.0%
